High-throughput results as filed in PubChem.
TrxR1 substrate: substrates of rat thioredoxin reductase 1; hit rate 0.01% among 390,000; AID 588456; O89049; purified TrxR1 substrate turnover, NADPH consumption readout; Potency, µM (top dose mostly 114 µM), inactives show at the top dose activity change, negative = substrate turnover; further: potency means the concentration at half of the fitted maximal effect; on the % scale 0 is the no-effect control and ±100 the full control effect; nearly all actives have a fitted effect of over 50% in size
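Rat TrxR1, dispensed at 90 nM, was prereduced with 400 uM NADPH (final) for 5 min at ~22 deg C, then incubated with compound 15 min before 400 uM selenite. A first-read NADPH fluorescence drop versus no-compound background flagged substrates.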
D2 agonist: D2 dopamine receptor (human) agonism; AID 485358; activation, % at 2 µM; P14416; HEK293 T-REx D2 cells, calcium flux agonist mode; hit rate 0.53% among 340,000;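 active means activation over 3 SD above normal in the single-dose calcium agonist read, cut at about 30% in these data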; further: 0% is about no effect
Target sequence (P14416 whole entry, looked up): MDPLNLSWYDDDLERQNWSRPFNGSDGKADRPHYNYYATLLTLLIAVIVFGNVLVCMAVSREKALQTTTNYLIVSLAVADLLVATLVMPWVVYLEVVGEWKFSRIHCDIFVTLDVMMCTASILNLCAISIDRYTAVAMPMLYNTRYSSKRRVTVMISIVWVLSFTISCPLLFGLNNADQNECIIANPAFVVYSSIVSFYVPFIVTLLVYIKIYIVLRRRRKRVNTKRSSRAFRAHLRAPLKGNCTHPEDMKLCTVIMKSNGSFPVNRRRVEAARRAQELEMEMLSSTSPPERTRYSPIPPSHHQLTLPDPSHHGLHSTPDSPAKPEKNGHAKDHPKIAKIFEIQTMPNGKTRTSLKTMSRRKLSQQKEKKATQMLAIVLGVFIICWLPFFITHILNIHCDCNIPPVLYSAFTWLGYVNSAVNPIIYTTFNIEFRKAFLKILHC
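Tetracycline-induced HEK293 Trex cells with D2 receptor force-coupled to calcium signaling, plated overnight at 30 C and loaded with no-wash calcium dye. Calcium flux read kinetically for 180 s after compound addition; responses flag agonists.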
IDH1 R132H inh: inhibitors of human mutant IDH1 R132H; O75874; IDH1-R132H enzyme, NADPH consumption, diaphorase/resazurin fluorescence; Potency, µM (top dose mostly 76.6 µM), inactives show at the top dose activity change, negative = inhibition, hits mostly inhibitors; hit rate 0.093% among 390,000; further: potency means the concentration at half of the fitted maximal effect; on the % scale 0 is the no-effect control and ±100 the full control effect; nearly all actives have a fitted effect of over 65% in size
Target sequence (O75874 whole entry R132H, stated change not applied): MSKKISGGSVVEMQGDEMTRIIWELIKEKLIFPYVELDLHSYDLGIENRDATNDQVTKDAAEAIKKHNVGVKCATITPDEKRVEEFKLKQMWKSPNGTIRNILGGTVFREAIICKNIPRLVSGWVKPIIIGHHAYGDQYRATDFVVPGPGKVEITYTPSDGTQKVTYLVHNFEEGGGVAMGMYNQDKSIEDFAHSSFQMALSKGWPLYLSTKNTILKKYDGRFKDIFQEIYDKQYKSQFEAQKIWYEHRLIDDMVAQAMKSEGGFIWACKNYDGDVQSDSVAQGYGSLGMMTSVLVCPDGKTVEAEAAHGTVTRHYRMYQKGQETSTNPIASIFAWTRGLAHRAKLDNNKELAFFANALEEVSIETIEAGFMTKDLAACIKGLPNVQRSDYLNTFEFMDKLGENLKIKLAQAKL
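IDH1-R132H (0.5 ug/mL) preincubated 30 min with compound, then NADPH (0.016 mM) and alpha-KG (2 mM) added; 80 min at RT, pH 7.5. Remaining NADPH coupled via diaphorase/resazurin to fluorescence (540/590 nm); concentration-response curves normalized to no-enzyme control.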
TRHR ag: agonists of human TRH receptor | activation, % at 2 µM | AID 493084 | P34981 | hit rate 0.18% among 360,000 | TRHR cells, calcium flux fluo-8, FDSS agonist mode; in the data active means activation above about 30%; further: 0% is about no effect
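TRHR-expressing cells loaded with fluo-8 calcium dye; 23 nL library compound pin-transferred, kinetic FDSS fluorescence (Ex 480/Em 530) recorded about 180 s for agonist-induced calcium release, before a 10 nM TRH EC20 addition for potentiator mode.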
D2 antag: antagonizes the human D2 dopamine receptor; P14416; HEK293 TREx D2 cells, calcium flux, dopamine EC80; inhibition, % at 10 µM; hit rate 2% among 340,000; AID 485344; in the data active means inhibition above about 30%; further: 0% is about no effect
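Measurement of antagonist activity uses fluorescent calcium dye in inducible HEK293 T-REx D2 cells: 10 s baseline, compound addition with 180 s read, EC80 dopamine addition with a further 180 s read.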
USP1-UAF1 inh: USP1/UAF1 (human) deubiquitinase inhibition. O94782. recombinant USP1/UAF1, Ub-Rhodamine cleavage fluorescence. Potency, µM (doses to about 57.1 µM), for inactives: top-dose activity change, negative = inhibition, hits mostly inhibitors. hit rate 0.23% among 390,000; further: potency means the concentration at half of the fitted maximal effect; on the % scale 0 is the no-effect control and ±100 the full control effect; nearly all actives have a fitted effect of over 60% in size; inactives centre near -12
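In this screen, compounds sit with the deubiquitinase complex (1nM) for 15 min at room temperature before Ub-Rho is added at 150nM final. Fluorescence rise is then followed for 6 reads every 60 seconds.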
Pin1 inh: blocks the human prolyl isomerase Pin1 | Pin1 FP peptide displacement, HiFluor488, 10 min | Potency, µM (doses to about 115 µM), for the others: at the highest dose activity, negative = inhibition, hits mostly inhibitors | hit rate 0.009% among 390,000; active means well fitted inhibition curve with a large enough effect in the polarisation, with a control signal flat, not every such curve was filed as active; inconclusive means small, poorly fitted or top-dose-only effect, or effect the other way, or a change in a side signal; inactive means no such curve, though single readings can be large or run the other way; the % refers to the polarisation; further: potency means the concentration at half of the fitted maximal effect; on the % scale 0 is the no-effect control and ±100 the full control effect
Target sequence (Q13526 whole entry, looked up): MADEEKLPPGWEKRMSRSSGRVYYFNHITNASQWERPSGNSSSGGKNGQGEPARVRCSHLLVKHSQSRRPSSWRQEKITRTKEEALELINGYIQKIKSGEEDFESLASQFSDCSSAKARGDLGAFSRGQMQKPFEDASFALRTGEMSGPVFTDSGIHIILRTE
TrxR1 inh: rat TrxR1 inhibition; AID 588453; Potency, µM (top dose mostly 114 µM), for the others: at the top dose activity change, negative = inhibition, hits mostly inhibitors; hit rate 1% among 390,000; recombinant rTrxR1, NADPH fluorescence consumption, selenite substrate; further: potency means the concentration at half of the fitted maximal effect; on the % scale 0 is the no-effect control and ±100 the full control effect; nearly all actives have a fitted effect of over 65% in size
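Rat TrxR1 (90 nM in the dispensed reagent) was pre-reduced with 400 uM NADPH for 5 min at room temperature, then incubated with compound for 15 min. After 400 uM selenite was added, NADPH fluorescence (Ex 340/Em 450 nm) was followed for 8 min.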
TRHR PAM: TRH receptor (human) allosteric enhancement. hit rate 0.66% among 360,000. P34981. enhancement, % at 2 µM. TRHR cells, fluo-8 calcium fluorescence, EC20 TRH enhancement. AID 493056; in the data active means enhancement above about 30%; further: 0% is about no effect
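TRHR-expressing cells loaded with fluo-8 calcium dye were read kinetically (ex 480/em 530) during compound addition, then stimulated with an EC20 of TRH (10 nM final). Enhancement of the Gq-mediated intracellular calcium response was scored.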
* = called active by the depositor; u = inconclusive; x = no result given; [ ] = another dose, or the depositor's remark. Unless noted, the call rests on the fitted dose curve; in most records, active means well fitted inhibition curve with a large enough effect; inconclusive means small, poorly fitted or top-dose-only effect; inactive means no such curve, though single readings can be large or run the other way.

Start of the listing, in advance:
Below each SMILES: TrxR1 substrate | D2 agonist | IDH1 R132H inh | TRHR ag | D2 antag | USP1-UAF1 inh | Pin1 inh | TrxR1 inh | TRHR PAM
> Cc1ccc(-c2n[nH]c(=O)c3ccccc23)cc1S(N)(=O)=O
  1%[57.1 µM] | -0.8 | 7% | 0.3 | -1 | -15% | -2% | 16%[57.1 µM] | 3
> CCN(C(=S)NC(=O)C1CCCC1)C1CCCCC1
  2%[57.1 µM] | -0.4 | 6% | -0.7 | -13 | -5% | 3% | 10%[57.1 µM] | 10
> Cc1cc(C)c(N(CC(=O)NC(C)(C)C)C(=O)CNC(=O)c2cccs2)c(C)c1
  2%[57.1 µM] | 0.2 | -2% | -0.8 | 11 | -10% | 0% | 5%[57.1 µM] | -4
> COc1cccc(NC(=O)Cn2nc(Cc3cccnc3)c3ccccc3c2=O)c1
  7%[57.1 µM] | 0.3 | -14% | -0.2 | 18 | -20% | -4% | 13%[57.1 µM] | 3

The whole of this part (from the top)
Below each SMILES: TrxR1 substrate | D2 agonist | IDH1 R132H inh | TRHR ag | D2 antag | USP1-UAF1 inh | Pin1 inh | TrxR1 inh | TRHR PAM
> Cc1ccc(-c2n[nH]c(=O)c3ccccc23)cc1S(N)(=O)=O
  1%[57.1 µM] | -0.8 | 7% | 0.3 | -1 | -15% | -2% | 16%[57.1 µM] | 3
> CCN(C(=S)NC(=O)C1CCCC1)C1CCCCC1
  2%[57.1 µM] | -0.4 | 6% | -0.7 | -13 | -5% | 3% | 10%[57.1 µM] | 10
> Cc1cc(C)c(N(CC(=O)NC(C)(C)C)C(=O)CNC(=O)c2cccs2)c(C)c1
  2%[57.1 µM] | 0.2 | -2% | -0.8 | 11 | -10% | 0% | 5%[57.1 µM] | -4
> COc1cccc(NC(=O)Cn2nc(Cc3cccnc3)c3ccccc3c2=O)c1
  7%[57.1 µM] | 0.3 | -14% | -0.2 | 18 | -20% | -4% | 13%[57.1 µM] | 3
> Cc1nnc(N2C(=O)c3ccc(Br)cc3C2=O)s1
  -4% | x | 5% | 0.7 | x | -28% | -2% | 20%[57.1 µM] | 0
> CCCOc1ccc(-c2nc(N3CCN(CC)CC3)c3ccccc3n2)cc1
  6% | -1.0 | -2% | 0.5 | 6 | u | 0% | 7% | 1
> OCCN1c2ccccc2CCc2ccccc21
  2% | x | 8% | x | x | -14% | -2% | 5% | x
> COc1ccc(C(=O)NCCc2ccccc2F)cc1OC1CCN(C(C)=O)CC1
  5% | 0.7 | 4% | -0.7 | 3 | -14% | 0% | 20% | 4
> COC(=O)c1sc(=S)n(Cc2ccccc2)c1C
  7%[57.1 µM] | 0.3 | 3% | -2.3 | -3 | 5% | -4% | 1%[57.1 µM] | -4
> Cc1ccc(NC(=O)Nc2ccc(Cl)cn2)cc1
  -1% | -1.8 | -3% | -1.1 | 5 | -7% | 0% | 11% | 2
> O=C(NNC(=S)Nc1ccc(Br)cc1)c1ccc(N2CCOCC2)c([N+](=O)[O-])c1
  -6% | -0.1 | 7% | 0.4 | 19 | -5% | -3% | u | -1
> CC(C)(C)NC(=O)C(=O)NNC(=O)c1ccco1
  3% | 0.0 | 12% | 0.6 | -10 | -15% | -1% | 9% | 1
> CCOC(=O)c1cnc2ccc(Br)cc2c1NCCN1CCOCC1
  -2% | 1.2 | 5% | -0.3 | x | -11% | -9% | 9% | 4
> O=C(N/C(=C/c1cccc([N+](=O)[O-])c1)C(=O)N1CCCCCC1)c1cccs1
  -7% | -0.7 | -2% | -0.3 | -2 | -11% | -2% | -14% | -1
> C=CCNC(=O)N1C2=NC(C(=O)OC)=C(C(=O)OC)[C@@H]3N(Cc4ccccc4)c4ccccc4[C@]23C[C@H]1C(=O)OC
  1%[57.1 µM] | x | -10% | x | x | -21% | -4% | 20%[57.1 µM] | x
> CCn1cc(SCC(=O)NCc2ccc3c(c2)OCO3)c2ccccc21
  3%[57.1 µM] | -1.1 | -8% | -0.5 | -8 | -5% | 0% | 5%[57.1 µM] | -6
> CC(C)c1cc(C(C)C)c(S(=O)(=O)N2CCNCC2)c(C(C)C)c1
  -3% | x | 1% | x | x | -18% | -15% | 11% | x
> O=C(CCc1nnc(COc2ccccc2)o1)NCc1ccc(Cl)s1
  u | 0.2 | -2% | 0.4 | -17 | -4% | 1% | u | 1
> COc1cc2c(cc1OC)C(C(=O)N1CCOCC1)C(c1cccs1)N(C)C2=O (stereo not drawn)
  5% | 0.3 | 12% | -0.6 | -7 | 2% | -6% | 18% | 4
> CC(=O)C1=C(N2CCCCC2)CCC1=O
  -2%[57.1 µM] | 1.3 | 0% | 0.8 | 22 | -18% | 2% | 11%[57.1 µM] | -4
> O=C(Cn1cnc2ccc(Cl)cc2c1=O)NC1CCS(=O)(=O)C1 (stereo not drawn)
  3% | 0.0 | 6% | 0.3 | -4 | -7% | -7% | 32% | 1
> CN1CCC(=NNC(=O)CSCc2ccccc2)CC1
  6%[57.1 µM] | x | 0% | 0.0 | x | -5% | -3% | 23% | 2
> CCc1ccc(CCC(=O)Nc2ccc(C)cc2C)o1
  -2% | 0.2 | 2% | -1.2 | 6 | -6% | 2% | -22% | -4
> CC1(NC(=O)c2cc(-c3cccs3)nn2-c2ccccc2)CCS(=O)(=O)C1 (stereo not drawn)
  -1% | -1.1 | 3% | 0.0 | 0 | -9% | 2% | 8% | -1
> Cc1ccccc1-c1noc(-c2ccc(N3CCOCC3)c([N+](=O)[O-])c2)n1
  -8% | 1.4 | 8% | 0.3 | x | u | 0% | 0% | -1
> O=C(NC1CCCC1)C1CCCN1C(=O)Nc1ccc(Cl)cc1 (stereo not drawn)
  -6% | 0.6 | 5% | 0.0 | -14 | -9% | 9% | -1% | 0
> COc1ccc(CNC(=O)NCc2ccc(OC)c(OC)c2)cc1OC
  0% | -0.4 | 2% | 0.3 | 3 | -4% | 1% | 8% | 6
> O=C(CCCc1c[nH]c2ccccc12)NCc1ccccc1C(F)(F)F
  -8% | -3.6 | -9% | -2.0 | 11 | -13% | 3% | 1% | -3
> CNC(=O)N(O)C1N(/N=C/c2cc(Br)ccc2O)C(=S)SC1(C)C (stereo not drawn)
  -10% | 48* | -1% | 0.6 | 50* | -12% | -9% | 5%[57.1 µM] | -5
> O=C(Cn1nnc(-c2ccccc2)n1)N=Nc1c(O)[nH]c2ccccc12
  -4%[57.1 µM] | 0.0 | 18% | 0.0 | -5 | -5% | 0% | -3%[57.1 µM] | 13

(cont.)
SMILES | TrxR1 substrate | D2 agonist | IDH1 R132H inh | TRHR ag | D2 antag | USP1-UAF1 inh | Pin1 inh | TrxR1 inh | TRHR PAM
Cc1cccc(N2CC(c3nc4ccccc4n3C)CC2=O)c1C (stereo not drawn) | -4%[57.1 µM] | 0.0 | 0% | -0.2 | -1 | -19% | 0% | 5%[57.1 µM] | -6
CC1CN(C(=O)COC(=O)c2ccc(NC(=O)CC#N)cc2)CC(C)O1 (stereo not drawn) | -15% | 3.4 | -7% | 0.7 | 7 | -7% | -2% | -33% | 2
COc1cccc(NC(=O)NCc2ccccc2Cl)c1 | 4% | x | 15% | x | x | -13% | -9% | 25% | x
CN(C)c1nc(N)nc(CSc2nnnn2-c2ccc(C(=O)O)cc2)n1 | 4% | 0.1 | 1% | 0.5 | 15 | -9% | 1% | 2% | 1
O=C(c1ccccc1)N1CCN(C2CC(=O)N(CCc3ccccc3)C2=O)CC1 (stereo not drawn) | 6% | 0.0 | 4% | -0.4 | 6 | u | 5% | -5% | 1
CN(c1ccc(OCC(=O)Nc2cc(Cl)ccc2C(=O)O)cc1)S(=O)(=O)c1ccc(F)cc1 | -13% | x | 1% | x | x | -7% | -18% | -21% | x
O=C(CSc1cc(Cl)ccc1Cl)NC1CCCC1 | 1% | 1.8 | 5% | -0.5 | -6 | -19% | -4% | 22% | 4
Cc1sc2nc(SCC(=O)NCc3ccco3)n(-c3ccccc3)c(=O)c2c1C | 16% | 0.7 | 4% | 0.0 | -5 | 0% | -5% | -7% | -10
COc1ccccc1NS(=O)(=O)c1cccc(C(=O)N2CCN(Cc3ccc4c(c3)OCO4)CC2)c1 | -1% | 0.0 | 14% | 1.1 | 18 | -16% | -1% | 7% | -8
CCOC(=O)C(C)N1N=C(/C=C/c2ccc(OC)cc2)CCC1=O (stereo not drawn) | 0%[57.1 µM] | -0.6 | 3% | 0.0 | 5 | -12% | 0% | -3%[57.1 µM] | 3
CCOC(=O)c1c(NC(=O)c2cc3n(n2)C(C(F)(F)F)CC(c2cccs2)N3)sc(C)c1C (stereo not drawn) | 12% | 1.2 | 0% | 0.5 | -3 | -6% | 2% | -12% | 5
Cc1ccc(-n2nc(C(=O)Nc3cccc(C#N)c3)c3c4ccccc4n(C)c3c2=O)cc1 | 11% | -0.3 | x | -0.7 | x | -20% | -6% | 31% | 3
O=c1c2ccccc2nc(-c2ccc(Cl)c(Cl)c2)n1O | 0%[57.1 µM] | 1.1 | -2% | 2.5 | 18 | -5% | -9% | 9%[57.1 µM] | 3
O=C(NCc1ccccc1Cl)NCc1noc2ccccc12 | 11% | -0.1 | 15% | 0.1 | x | -18% | -1% | 16% | 0
Cc1ccc(C2=NOC3(CC(=O)N(c4ccccc4)C3=O)C2)cc1 (stereo not drawn) | -4% | -0.3 | -6% | 0.2 | -3 | -9% | 0% | 15% | 6
O=C(N/N=C/c1ccoc1)c1ccccc1O | -2% | -0.1 | -7% | -0.5 | -2 | -11% | 4% | 0% | 13
CC(=O)N1CCC(N(CCN2CCOCC2)C(=S)Nc2ccc(C)c(C)c2)CC1 | 2% | -0.1 | 0% | 0.1 | -32 | -12% | -5% | 8% | -2
COc1cc(/C=N/Nc2nc(Nc3ccccc3)nc(N3CCOCC3)n2)ccc1OC(=O)c1ccco1 | 0% | -0.2 | 0% | 0.9 | 6 | -18% | -2% | 32% | 4
CC(=O)[C@@]1(O)CCC2C3C=CC4=CC(=O)CC[C@]4(C)C3CC[C@@]21C (stereo partly drawn) | 6% | 0.1 | 2% | 0.4 | 12 | -17% | 0% | 20% | 0
O=C(NNC(=O)c1ccccc1OCc1ccccc1)c1ccccc1F | 3% | 0.0 | 1% | -0.9 | -2 | -20% | -4% | 10% | -11

These rows are one share of the data; rates above refer to the full screens.
